High-throughput results (PubChem)
DTT redox prof: compounds producing H2O2 with reducing agent – biochemical, NIH compound library profiling, artefact control for MLSCN library redox annotation, primary screen; DTT-dependent redox cycling H2O2, phenol red/HRP absorbance; 100% = 100 µM peroxide control, 0% = buffer; activation, % at 10 µM; hit rate 0.03% among 200,000;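 active = activation of at least 50% relative to the plate's high and low controls in the primary single-dose screen; inactive = activation below 50%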;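 also: compound incubated with DTT at 0.8 mM final as the reducing agent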
Diaph inh CS: diaphorase inhibitors and chemical oxidizers, primary screen, counter-screen for diaphorase-coupled primary assays, biochemical, uHTS, resorufin fluorescence; inhibition, % at 20 µM; hit rate 0.69% among 190,000; diaphorase resazurin-to-resorufin fluorescence, NADH, 16 min; bacterial (C. kluyveri) enzyme, not human;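 active = primary screen inhibition at 20 µM above a set limit, cut at about 50% in these data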;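 also: plate controls were DMSO with full reaction for no effect and wells lacking NADH for full effect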
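Assay system – diaphorase enzyme from Clostridium kluyveri · Amount – diaphorase 0.14 U/mL (working solution) · Times – reaction incubation of 16 min at room temperature · Controls – No-NADH positive control and DMSO neutral control · Signal – resorufin fluorescence 544/590 nm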
S1P3 antag: S1P3 receptor antagonists, primary screen, cell-based; Sphingosine 1-phosphate receptor 3 (Homo sapiens), Q99500; CHO S1P3 NFAT-BLA reporter, FRET fluorescence, antagonist mode; inhibition, % at 4.98 µM; hit rate 0.27% among 170,000;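 active = inhibition above the plate cutoff, the mean inhibition of test wells on that plate plus 3 SD, cut at about 28% in these data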;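 also: cells challenged with S1P at its EC80 of 0.8 µM; blue over green emission ratio from cleaved BLA substrate after 4 h stimulation; 0% = S1P-stimulated wells and 100% = unstimulated DMSO-only wells; some compounds past the cut are filed as inactive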
RAM network inh: inhibitors of the yeast RAM network, primary screen, dse1pr::URA3 reporter, 5-FOA selection | S. cerevisiae dse1pr::URA3 reporter, 5-FOA growth OD615, 2 d; analog-sensitive cbk1-as2 kinase mutant strain | inhibition, % at 50 µM | hit rate 1.8% among 190,000;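 active = inhibition above a set limit, 3 SD over mean compound inhibition, cut at about 8.4% in these data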;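 also: 0% = DMSO-only wells with no growth and 100% = 10 µM 1-NA-PP1 full growth; inhibition rescues growth on 5-FOA so higher OD means more RAM inhibition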
PMI act satM6P: human PMI activators, high substrate, primary screen, biochemical, fluorescence intensity, near-saturating mannose 6-phosphate; coupled PMI enzyme assay, resazurin fluorescence, 20 min; active compounds read high; 1 = untreated enzyme, 0 = substrate-free blank; activation factor at 20 µM; hit rate 0.34% among 190,000; AID 1216, 2008;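 active = activation factor of 2 or more at 20 µM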
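Material: human phosphomannose isomerase with PGI, G6PDH, diaphorase coupling enzymes. Quantity: 15 ng/mL PMI. Medium: HEPES pH 7.4 buffer with MgCl2 and Tween-20. Reagent: Near-saturating mannose-6-phosphate, 1.0 mM. Compound: 20 µM single dose. Times: enzyme reaction with compound 20 min at room temperature. Detection: resorufin fluorescence at Ex 544/Em 590 nm.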
G6PDH CS: L. mesenteroides G6PDH inhibitors, counter-screen for G6PDH-coupled screening assays, biochemical, Leuconostoc mesenteroides enzyme; Purified L. mesenteroides G6PDH, diaphorase/resazurin coupled fluorescence, 45 min; hit rate 0.12% among 200,000; inhibition, % at 5 µM; glucose-6-phosphate dehydrogenase [Leuconostoc mesenteroides]
TLR4-MyD88 BLA: inhibitors of TLR4-MyD88 association in cells, primary screen, cell-based, HeLa CL3-4, BLA complementation, FRET ratio. Toll-like receptor 4 (Homo sapiens) + Myeloid differentiation primary response protein …. HeLa CL3-4 TLR4/MyD88 BLA complementation. inhibition, % at 8.4 µM. hit rate 0.18% among 200,000; in the data active = inhibition above about 25%;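 also: 0% = vehicle and 100% = reference inhibitor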
Target sequence (O00206 whole entry, looked up): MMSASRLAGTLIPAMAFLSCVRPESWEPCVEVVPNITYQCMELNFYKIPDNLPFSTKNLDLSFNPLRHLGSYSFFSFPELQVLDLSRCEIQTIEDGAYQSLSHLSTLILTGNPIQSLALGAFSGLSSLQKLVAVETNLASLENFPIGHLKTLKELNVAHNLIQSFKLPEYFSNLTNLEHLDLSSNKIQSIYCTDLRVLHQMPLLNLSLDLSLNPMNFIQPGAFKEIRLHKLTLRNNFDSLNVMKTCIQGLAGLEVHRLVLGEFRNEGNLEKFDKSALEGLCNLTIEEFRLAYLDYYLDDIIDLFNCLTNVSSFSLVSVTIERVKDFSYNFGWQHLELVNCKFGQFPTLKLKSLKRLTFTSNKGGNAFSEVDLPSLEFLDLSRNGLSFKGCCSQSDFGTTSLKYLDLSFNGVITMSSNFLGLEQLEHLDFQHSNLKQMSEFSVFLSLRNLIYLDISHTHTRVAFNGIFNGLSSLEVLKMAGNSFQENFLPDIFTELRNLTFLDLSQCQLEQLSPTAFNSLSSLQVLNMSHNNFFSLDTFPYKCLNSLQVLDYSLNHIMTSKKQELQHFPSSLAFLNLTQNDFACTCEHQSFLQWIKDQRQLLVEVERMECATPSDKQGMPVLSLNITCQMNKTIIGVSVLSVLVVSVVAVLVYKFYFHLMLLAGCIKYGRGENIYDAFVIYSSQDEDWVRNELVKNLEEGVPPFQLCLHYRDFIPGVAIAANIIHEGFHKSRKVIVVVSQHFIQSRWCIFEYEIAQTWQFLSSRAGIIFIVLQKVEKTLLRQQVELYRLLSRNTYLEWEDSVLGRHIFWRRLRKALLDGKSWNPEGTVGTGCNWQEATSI
Target sequence (Q99836 whole entry, looked up): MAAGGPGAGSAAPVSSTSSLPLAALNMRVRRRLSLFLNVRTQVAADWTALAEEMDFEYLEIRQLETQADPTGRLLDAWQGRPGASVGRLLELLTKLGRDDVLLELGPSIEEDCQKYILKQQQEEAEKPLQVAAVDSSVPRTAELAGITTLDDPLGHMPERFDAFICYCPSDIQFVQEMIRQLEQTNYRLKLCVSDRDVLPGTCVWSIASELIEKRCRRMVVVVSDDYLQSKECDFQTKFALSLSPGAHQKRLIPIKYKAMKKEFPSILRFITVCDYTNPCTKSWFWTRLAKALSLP
Diaphorase act: compounds boosting diaphorase resazurin reduction – biochemical, uHTS, resorufin fluorescence, counter-screen for diaphorase-coupled primary assays, primary screen. Diaphorase/resazurin coupled assay, 16 min; active compounds read high; 1 = vehicle wells, 0 = NADH-free wells. activation factor at 20 µM. hit rate 0.005% among 190,000. AID 1229, 2008;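 active = diaphorase activity raised at least twofold by the compound at 20 µM; inactive = activation factor below 2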
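Material: Purified diaphorase enzyme from Clostridium kluyveri | Buffer or medium: 50 mM HEPES pH 7.4 with 4.542 mM MgCl2, 0.005% Tween 20 | Times: 16 min enzyme reaction, ambient temperature | Signal: Red resorufin fluorescence at 544/590 nm excitation/emission | Measure: Increased resorufin signal from activators or reducing compounds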
PMI activator: activators of human PMI, primary screen, biochemical, fluorescence intensity, near-Km mannose 6-phosphate; hit rate 0.005% among 190,000; activation factor at 20 µM; Mannose-6-phosphate isomerase (Homo sapiens), P34949; AID 1214, 2008; purified human PMI, coupled resazurin fluorescence, 20 min; active compounds read high; 1 = vehicle control, 0 substrate-free wells;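 active = activation factor of 2 or more at 20 µM, relative to plate controls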
Hsp70 activator: Hsp70 transcriptional activators, primary screen, cell-based, HeLa, Hsp70 promoter luciferase, luminescence, 10 µM | hit rate 0.04% among 200,000 | HeLa Hsp70 promoter luciferase reporter; scaled: vehicle 0, proteasome-inhibitor control 100% | activation, % at 10 µM;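 active = activation above the mean across all tested compounds plus 3 SD, cutoff set per campaign, cut at about 5.5% in these data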;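 also: 100% = MG132 at 30 µM as the positive control and 0% = DMSO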
L major viab: Leishmania major promastigote growth inhibition, primary screen. Leishmania major promastigotes, resazurin fluorescence viability. inhibition, % at 10 µM. hit rate 9% among 200,000;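 also: promastigotes grown with compound for 44 hours at 28 °C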
Active calls of the source: *; . = not tested or not shown. Rule as the data show it, unless noted: active = inhibition above about 50%; inactive = the rest. Hits appear at their usual frequency. About 12% of those tested had a hit in this group.

Molecule,S1P3 antag,PMI act satM6P,Hsp70 activator,L major viab,PMI activator,TLR4-MyD88 BLA,Diaph inh CS,G6PDH CS,DTT redox prof,Diaphorase act,RAM network inh
CCCc1[nH]nc2c1C(c1ccc(OC(=O)N3CCOCC3)cc1)C(C#N)=C(N)O2 (stereo unspecified),-3,0.9,-0.3,-2,1,7,16,5,1.4,0.8,0.8
COC(=O)[C@H](Cc1ccccc1)NC(=O)Nc1ccc(C)cc1,.,1,-0.3,-2,0.9,-7,11,8,1.3,0.9,3.4
CCCCC(=O)N(Cc1ccc2c(c1)OCO2)Cc1nc2ccccc2c(=O)[nH]1,10,1,0.1,-1,1,-11,9,13,0.7,0.9,1.9
Cc1ccc(S(=O)(=O)N2CCCC2C(=O)OCc2ccco2)cc1 (stereo unspecified),-14,1,-0.2,16,0.9,-8,18,10,0.7,0.8,3.5
COCCCNC(=S)N1CCN(c2ccc([N+](=O)[O-])cc2)CC1,5,1.1,-0.3,-3,0.9,0,8,-11,0.4,0.9,0.8
CCNC(=S)NNC(=O)Cc1ccccc1,.,1,0.6,-7,1,3,8,10,-4.9,0.9,1.6
COc1ccc(Cl)cc1NC(=S)NNC(=O)CC(C)C,-3,1,-0.3,-4,0.9,8,-3,4,-0.1,1,-0.1
COCC(C)NC(=O)c1cccc(Cl)c1 (stereo unspecified),-10,0.9,0.0,-7,0.9,-5,10,4,0.3,0.9,0.4
Cc1ccc(S(=O)(=O)NCCOc2nc(N(C)C)nc(N3CCOCC3)n2)cc1,-33,0.8,-0.1,7,0.8,-15,15,-13,2.2,0.8,0.5
CN(Cc1ccccc1)C(=O)COC(=O)C1=NNC(=O)CC1,-2,1,-0.3,52*,0.9,-6,8,-6,.,0.9,1.6
COc1ccc(N2C(=O)NC3CC2(C)Oc2ccccc23)cc1OC (stereo unspecified),-7,1,0.0,-7,1,2,14,6,1.7,0.9,-0.1
c1ccc(-n2nnnc2-c2cnc(-c3cccnc3)nc2-c2cccs2)cc1,.,1.1,-0.3,95*,1.1,16,5,4,0.2,0.9,0.5
CCOC(=O)c1cc2c(=O)n3cccc(C)c3nc2n(C)c1=N,.,1,-0.2,98*,1.1,-9,1,1,-0.1,1,0.2
N#Cc1nc(-c2ccco2)oc1NCCc1ccccc1,25,0.9,0.0,5,0.9,11,15,-22,0.8,0.8,-1.2
C/C(=N\OC(=O)c1ccc(Br)cc1)c1ccccn1,-1,0.9,-0.2,88*,1,-1,9,0,.,0.9,-0.4
Cc1cccc(N=C2NC(=O)S/C2=C\c2ccco2)c1,-1,0.9,0.0,7,0.9,-3,12,6,0.3,0.9,7.7
C=COCCn1c(=N)n(CCC)c2ccccc21,-34,1,-0.5,4,1,0,8,2,-0.7,0.9,1.4
CCOc1cc(CNc2ccc3[nH]c(=O)[nH]c3c2)ccc1OCC(=O)NC(C)(C)C,-13,0.3,0.0,6,0.3,10,66*,-43,0.7,0.3,-1.0
COc1cc(S(=O)(=O)Nc2ccccc2C)ccc1NC(=O)c1ccncc1,-1,1.1,-0.2,3,1,3,7,0,1.1,0.9,0.8
COC(=O)CSc1nc(C)c(Oc2ccccc2)c(=O)[nH]1,.,1,0.0,-3,1,5,22,0,-0.3,0.8,-0.6
COCCNC(=S)N1CCC(NC(=O)c2ccco2)CC1,6,1,-0.2,10,1,2,11,0,-1.9,0.9,-0.6
COC(=O)c1ccc2c(c1O)C(=O)c1ccccc1C2=O,.,1.2,-0.2,84*,1,-12,11,53*,0.4,0.9,-0.4
Cc1ccc(SCCNS(=O)(=O)c2ccc3c(c2)OCCO3)cc1,-40,0.9,-0.1,-3,0.9,-4,14,13,2.9,0.9,6.0
CC(C)Cn1c(N)c(C(=O)COC(=O)c2cc(C3CC3)nc3ccccc23)c(=O)n(C)c1=O,-11,1,-0.4,57*,1.1,-14,25,6,0.9,0.7,0.9
O=C(CSc1ccc2c(c1)OCCO2)Nc1ccc(Cl)cn1,20,1,0.0,-10,1,-2,11,2,1.5,0.9,1.0

Arranged by formula weight (rising): 3 of the compounds above
Molecule,S1P3 antag,PMI act satM6P,Hsp70 activator,L major viab,PMI activator,TLR4-MyD88 BLA,Diaph inh CS,G6PDH CS,DTT redox prof,Diaphorase act,RAM network inh
C=COCCn1c(=N)n(CCC)c2ccccc21,-34,1,-0.5,4,1,0,8,2,-0.7,0.9,1.4
Cc1ccc(SCCNS(=O)(=O)c2ccc3c(c2)OCCO3)cc1,-40,0.9,-0.1,-3,0.9,-4,14,13,2.9,0.9,6.0
c1ccc(-n2nnnc2-c2cnc(-c3cccnc3)nc2-c2cccs2)cc1,.,1.1,-0.3,95*,1.1,16,5,4,0.2,0.9,0.5

Later entries:
Molecule,S1P3 antag,PMI act satM6P,Hsp70 activator,L major viab,PMI activator,TLR4-MyD88 BLA,Diaph inh CS,G6PDH CS,DTT redox prof,Diaphorase act,RAM network inh
CS(=O)(=O)Nc1nnc(C2CCCC2)s1,-7,1,-0.1,-6,1.1,-6,13,6,-0.5,0.9,0.5
O=C(O)CC12CC3CC(C1)CC(n1ncc(NCc4ccc(F)cc4Cl)c(Cl)c1=O)(C3)C2,7,1,0.1,6,1,-7,14,2,-0.3,0.9,1.4
CCC(=O)Nc1ccccc1C(=O)N1CCOCC1,16,1.1,-0.1,-9,1.1,9,10,-4,-3.2,0.9,0.1
O=C(CS(=O)(=O)c1ccccc1)NC1CCCCC1,10,0.9,0.3,-5,0.9,8,4,15,-1.6,1,0.0
COc1cccc2cc(C(=O)C3=C(O)C(=O)N(CCCN4CCOCC4)C3c3ccncc3)oc12 (stereo unspecified),4,.,0.3,-3,.,6,.,.,2.1,.,.
Cc1nn(CC(=O)Nc2cccc(S(N)(=O)=O)c2)c(C)c1[N+](=O)[O-],-12,1.1,-0.3,63*,1,0,-5,14,-0.2,1,0.1
O=C(NCC1COc2ccccc2O1)c1ccc(NC(=O)C(c2ccccc2)c2ccccc2)cc1 (stereo unspecified),-4,0.9,-0.3,92*,1,1,17,2,0.7,0.8,6.6
CC12CCC(C/C1=N\OC(=O)c1ccc(F)cc1)C2(C)C (stereo unspecified),.,0.9,-0.3,1,1.1,-3,6,-4,-0.9,0.9,-0.6
CCN(CC)CCOC(=O)c1ccc2c(c1)OCCO2,.,1,-0.2,8,1,2,12,0,0.7,0.9,0.8
Nc1nc(F)cc(N2CCCCCC2)n1,3,0.7,-0.4,3,0.9,-9,15,6,0.4,0.8,0.8
CCN(CC)P(=O)(C(NC(=O)OC)C(F)(F)C(F)(F)C(F)(F)C(F)F)N(CC)CC (stereo unspecified),-3,0.9,0.0,2,0.9,-6,24,5,1.6,0.8,0.5
CCOc1cccc(C2C(C(=O)c3ccco3)=C(O)C(=O)N2Cc2ccncc2)c1 (stereo unspecified),.,1.3,0.1,-4,1.1,-5,16,-2,-2.8,0.8,-0.3
O=C(CSc1ccccc1)Nc1nnc(/C=C/c2ccccc2)s1,-26,0.9,-0.5,-6,0.9,-1,6,-5,2.9,0.9,3.7
CCN(CC(=O)NC(=O)NCc1ccco1)Cc1nc2ccccc2c(=O)[nH]1,10,1.2,-0.1,-3,1,10,14,-2,2.5,0.9,0.2
O=C(CNC(=O)c1ccccc1Br)N/N=C/c1ccccc1O,6,1.3,-0.3,2,1.2,-5,7,-11,0.6,0.9,1.6
COc1ccc(Cl)cc1NC(=S)N1CCN(c2ncccn2)CC1,-16,0.8,-0.1,0,0.9,4,25,14,-0.3,0.7,0.4
COc1ccc(-c2ocnc2C(=O)Nc2ccccc2N2CCCCC2)cc1,-4,1,-0.1,6,1,-9,14,6,5.2,0.9,7.5
Cc1ccc(/C=N/N2C(=O)C3C(C2=O)C2C=CC3C23CC3)o1 (stereo unspecified),.,0.8,-0.4,-1,0.8,6,17,10,4.2,0.8,0.6
COc1ccc(/C=N\NC(=O)COc2ccc(C(C)(C)C)cc2)cc1Cn1nc(C)cc1C,.,1.1,-0.1,8,1,7,-2,3,0.2,1,1.4
Cc1onc(-c2ccccc2Cl)c1C(=O)N1CCN=C1SCc1cccnc1,-34,1,0.4,12,1,-9,9,5,0.1,0.9,1.2
Cc1ccc(O)c(C(CC(=O)NC(C)C)c2ccccc2)c1 (stereo unspecified),1,1,-0.1,7,1,9,3,4,-0.5,1,0.2
CO/N=C/C1C(=O)NN=C1c1ccccc1 (stereo unspecified),-18,1.1,0.5,-2,1.2,8,-6,-4,-2.0,1.1,1.4
COc1ccc(/C=N\NC(=O)/C(=C\Nc2nccc(C)n2)NC(=O)c2ccccc2)cc1,.,1,-0.2,4,0.9,2,13,13,0.3,0.9,-0.1
O=C(CCc1nc(-c2ccccc2)no1)Nc1cc(C(F)(F)F)ccc1Cl,-20,1,-0.2,-8,1,13,3,2,-3.2,1,4.8
CCOc1ccc(S(=O)(=O)Nc2cc(S(=O)(=O)N(CC)CC)ccc2N2CCCC2)cc1,-1,1,-0.2,95*,1,-6,5,8,0.3,1,2.4

Molecule,S1P3 antag,PMI act satM6P,Hsp70 activator,L major viab,PMI activator,TLR4-MyD88 BLA,Diaph inh CS,G6PDH CS,DTT redox prof,Diaphorase act,RAM network inh
O=C(c1ccc(CS(=O)(=O)c2ccccc2)o1)N1CCOCC1,-10,1,-0.2,-3,0.9,-2,7,7,0.2,0.9,0.5
COC(=O)c1[nH]c(=O)c2ccccc2c1O,.,0.7,-0.1,-4,1.1,0,10,21,0.8,0.9,1.7
O=C(N/N=C/c1ccccc1)c1cc(-c2ccc3c(c2)OCO3)n[nH]1,-19,0.9,-0.3,-1,0.9,8,11,-18,0.0,0.9,4.8
COc1cc(NS(=O)(=O)N2CCCC2)cc(OC)c1OC,-8,0.8,-0.3,-3,0.8,6,19,-4,0.6,0.8,2.3
